Screening data from PubChem BioAssay.
GAA850 FXN act – frataxin GAA850 promoter activation | HEK293 lucGAA850 FXN promoter luciferase reporter, 24 h; percent of 10 µM SAHA response | activation, % at 6 µM | 360,000 tested, 0.56% active;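 active = activation above the average of all compounds screened plus 3 SD, cutoff fixed separately per campaign, cut at about 7.5% in these data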;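 note: 0% = DMSO wells and 100% = 10 µM SAHA wells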
DAX1 inh – NR0B1 (DAX1) inhibition; inhibition, % at 6.75 µM; P51843; HEK293 Gal4-DAX1 luciferase reporter, luminescence; 340,000 tested, 0.99% active; AID 504766;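 active = inhibition above the mean over all tested compounds plus 3 SD, cut at about 4.2% in these data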;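 note: 0% = DAX1-transfected cells with DMSO and 100% = empty-vector control cells with DMSO; inhibition shows as a rise in luminescence from relieved DAX1 repression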
Target sequence (P51843 207-470 limits assumed): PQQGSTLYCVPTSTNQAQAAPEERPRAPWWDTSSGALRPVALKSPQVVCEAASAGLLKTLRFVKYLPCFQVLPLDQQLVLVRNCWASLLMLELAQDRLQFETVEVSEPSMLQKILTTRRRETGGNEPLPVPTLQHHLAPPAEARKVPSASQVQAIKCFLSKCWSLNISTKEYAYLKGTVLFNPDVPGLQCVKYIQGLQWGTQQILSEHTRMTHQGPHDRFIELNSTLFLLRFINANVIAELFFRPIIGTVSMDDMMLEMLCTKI
Starred values were filed as active, the others as inactive.

S=C(Nc1cccnc1)Nc1ccccn1 was read as GAA850 FXN act 2.6 and DAX1 inh -1.1.
For O=C(N1CCC(n2nc(-c3ccccc3)oc2=O)CC1)C1(c2ccccc2)CC1 the results were GAA850 FXN act 1.6 and DAX1 inh -0.3.
For COc1ccc(-n2c(O)c(C=NCC(c3ccco3)N3CCCC3)c3ccccc3c2=O)cc1OC (stereo not drawn) the results were GAA850 FXN act 0.1 and DAX1 inh -0.5.
Screening CCCCOC(=O)Nc1cc(C(=O)OC)ccc1C(=O)OC returned GAA850 FXN act -1.9 and DAX1 inh 0.1.
`CCOc1ccc2nc(N(CCN(C)C)C(=O)c3cc4ccccc4cc3OC)sc2c1` gave GAA850 FXN act 1.3 and DAX1 inh -0.8.
For Cc1ccccc1C1C(C#N)=C2N=C(N)c3c(sc4c3CCCCC4)N2C2=C1C(=O)CCC2 (stereo not drawn) the results were GAA850 FXN act 0.1 and DAX1 inh -0.3.
O=C(CC(c1ccccc1)c1ccco1)N1CCCCC1 (stereo not drawn) was read as GAA850 FXN act 0.9 and DAX1 inh 0.4.
Screening COc1cc(/C=N/n2nnnc2N)ccc1OCC(N)=O returned GAA850 FXN act 1.3 and DAX1 inh 0.6.
`Cn1nccc1NC(=O)Nc1ccccc1` gave GAA850 FXN act 1.8 and DAX1 inh -0.2.
COc1cc(/C=N/n2nnnc2Nc2ccccc2)cc(OC)c1OC was read as GAA850 FXN act 3.2 and DAX1 inh -1.5.
`CC(C)N(C(=O)c1ccc(C(=O)Nc2ccc([N+](=O)[O-])cc2)cc1)C(C)C` gave GAA850 FXN act 1.8 and DAX1 inh 0.8.
CC(C)(CC(=O)O)CC(=O)N1CCN(c2nc3ccc(Cl)cc3s2)CC1 was read as GAA850 FXN act 3.6 and DAX1 inh 0.1.
Screening CCCn1nc(NC(=O)COC)c2cc3cc(C)ccc3nc21 returned GAA850 FXN act 3.0 and DAX1 inh -0.6.
COC(=O)c1c(NC(=O)c2nc3ccccc3s2)sc2c1CCN(C(C)=O)C2 was read as GAA850 FXN act -1.1 and DAX1 inh -0.9.
CCCCNC(=O)N1CCN(C(c2ccccc2)c2ccccc2)CC1 was read as GAA850 FXN act -1.1 and DAX1 inh -0.5.
Screening CCOC(=O)CN1C=C(c2ccc3ccccc3n2)C(C[N+](=O)[O-])c2ccccc21 (stereo not drawn) returned GAA850 FXN act 3.6 and DAX1 inh -0.1.
`C1=C(N2CCOCC2)/C(=C/c2nc3ccccc3[nH]2)CC1` gave GAA850 FXN act 4.9 and DAX1 inh -1.2.
For Cc1ccc(-n2nnc3c(SCC(=O)NCC4CCCO4)ncnc32)cc1 (stereo not drawn) the results were GAA850 FXN act -1.0 and DAX1 inh -0.3.
`CCOC(=O)CSc1nnc(Cc2cc(=O)[nH]c(=O)[nH]2)n1-c1ccc(Cl)cc1` gave GAA850 FXN act 1.2 and DAX1 inh 1.4.
For COc1ccc2c(c1)[C@@H]1[C@H](CO2)[C@H](c2ccccc2)[C@]2(C)C(=O)Nc3ccc(C)cc3C(=O)N12 the results were GAA850 FXN act -2.1 and DAX1 inh 0.1.
For COc1ccccc1-n1c(-c2ccc(F)cc2)coc1=O the results were GAA850 FXN act 0.1 and DAX1 inh 0.2.
`O=C(CSc1ccc(-c2nc3ccccc3[nH]2)cn1)Nc1ccc2c(c1)OCCO2` gave GAA850 FXN act 2.7 and DAX1 inh 2.7.
For CC(C)(O)c1ccccc1CC[C@@H](SCC1(CC(=O)O)CC1)c1cccc(/C=C/c2ccc3ccc(Cl)cc3n2)c1 the results were GAA850 FXN act 1.9 and DAX1 inh 1.1.
For CCOC(=O)CSc1nnc(CNC(=O)c2cccs2)n1-c1cc(OC)ccc1OC the results were GAA850 FXN act -2.6 and DAX1 inh -0.3.
Screening COC(=O)N1C(=O)[C@@](c2ccccc2)(C2CCCC2)N1C(=O)OC returned GAA850 FXN act -0.2 and DAX1 inh -1.5.
`O=C(NCCCN1CCN(C2CCCCC2)CC1)Nc1ccccc1C(F)(F)F` gave GAA850 FXN act 1.9 and DAX1 inh 0.5.
`CCN1C(=O)c2cccc3c(S(=O)(=O)Nc4ccncc4)ccc1c23` gave GAA850 FXN act 3.2 and DAX1 inh 0.7.
Screening O=C(NC(Cc1ccccc1)C(=O)Oc1ccc2c(C(F)(F)F)cc(=O)oc2c1)OCc1ccccc1 (stereo not drawn) returned GAA850 FXN act 0.4 and DAX1 inh -1.0.
CCOC(=O)C1CCCN(Cc2sccc2C)C1 (stereo not drawn) was read as GAA850 FXN act 1.6 and DAX1 inh 0.4.
`CCOc1ccccc1NC(=O)Cn1c(=O)n(CCC(=O)NC2CCCC2)c(=O)c2ccccc21` gave GAA850 FXN act 0.3 and DAX1 inh -0.1.
`N#CCCN(NC1=NS(=O)(=O)c2ccccc21)C(=O)c1ccccc1Br` gave GAA850 FXN act -1.9 and DAX1 inh 1.2.
COc1ccccc1S(=O)Cc1ccc(C(=O)NCCc2ccc(Cl)cc2)o1 (stereo not drawn) was read as GAA850 FXN act -1.9 and DAX1 inh -0.2.
`O=C(O)COc1ccc(Br)cc1C(c1c(C(=O)O)[nH]c2ccccc12)c1c(C(=O)O)[nH]c2ccccc12` gave GAA850 FXN act 1.0 and DAX1 inh 0.9.
Screening Cc1ccc(C)c2[nH]c(=O)c(CN(Cc3ccco3)C(=O)Nc3ccccc3)cc12 returned GAA850 FXN act 2.1 and DAX1 inh -1.0.
Screening CCOc1ccc2nc(N(CCN(C)C)C(=O)c3ccc4c(c3)CCCC4)sc2c1 returned GAA850 FXN act 1.2 and DAX1 inh 0.3.
O=C(Cn1ccc2ccccc2c1=O)NCCC(=O)Nc1cccc(Cl)c1 was read as GAA850 FXN act -1.3 and DAX1 inh 0.1.
COc1ccc(-c2nn(-c3ccccc3)cc2/C=C/C(=O)OCC(=O)Nc2ccc(C#N)cc2)cc1 was read as GAA850 FXN act 1.3 and DAX1 inh 0.5.
COc1cccc(NC(=O)CCc2nc(-c3cccs3)no2)c1 was read as GAA850 FXN act 1.9 and DAX1 inh 1.4.
`CC(C)(C)c1cc(-c2csc(Nc3ccccc3)[n+]2Cc2ccc(C(=O)O)cc2)cc(C(C)(C)C)c1O` gave GAA850 FXN act 2.4 and DAX1 inh -0.5.
Screening C/C=C(/C)C(=O)O[C@@H]1c2cc3c(c(OC)c2-c2c(cc(OC)c(OC)c2OC)[C@@H](OC(C)=O)[C@@H](C)[C@H]1C)OCO3 returned GAA850 FXN act -0.8 and DAX1 inh 0.8.
For O=C(CC1Nc2ccccc2NC1=O)NCC1COc2ccccc2O1 (stereo not drawn) the results were GAA850 FXN act 2.1 and DAX1 inh -0.4.
For COc1ccccc1NC(=O)c1sc2nc(-c3ccco3)ccc2c1N the results were GAA850 FXN act 2.4 and DAX1 inh -0.3.
Screening COC(=O)C1=C(C)N(Cc2ccccc2)C(=NCCc2c[nH]c3ccccc23)N[C@H]1c1ccccc1 returned GAA850 FXN act -1.3 and DAX1 inh 0.1.
Screening Cc1c(C)c2c(OCC(=O)N3CCC(C(=O)O)CC3)cc3c(c2oc1=O)CCC(C)(C)O3 returned GAA850 FXN act 1.8 and DAX1 inh 2.8.
For Cc1nnsc1Sc1cccc(C(F)(F)F)c1 the results were GAA850 FXN act -2.0 and DAX1 inh 3.8.
CCOc1ccc(NC(=O)Cn2cc(C(=O)CC)c3ccccc32)cc1 was read as GAA850 FXN act -2.4 and DAX1 inh -0.1.
CC(=O)c1cccc(OC(=O)c2ccc3c(=O)n4c(nc3c2)CCC4)c1 was read as GAA850 FXN act -1.4 and DAX1 inh 1.2.
Fc1ccc(C2=CC(c3ccc(Br)o3)n3ncnc3N2)cc1 (stereo not drawn) was read as GAA850 FXN act 0.3 and DAX1 inh -0.8.
Nc1nonc1-n1nnc(C(=O)N/N=C/c2ccoc2)c1CSc1ccccc1 was read as GAA850 FXN act -0.3 and DAX1 inh -0.5.
O=C(O)CSCC(=O)N1CCN(c2ccnc3cc(Cl)ccc23)CC1 was read as GAA850 FXN act 1.6 and DAX1 inh -0.1.
`Cc1cc(=O)[nH]c(N2CCCNCC2)n1` gave GAA850 FXN act 2.6 and DAX1 inh 3.6.
Screening CCOC(=O)CS(=O)(=O)c1nc(-c2ccc(F)cc2)cc(C(F)(F)F)n1 returned GAA850 FXN act 21* and DAX1 inh -3.4.
For O=C(COc1cccc2c1CCNC2=O)Nc1cccc(C(F)(F)F)c1 the results were GAA850 FXN act -0.4 and DAX1 inh -1.0.
COc1ccc(CN(Cc2ccccn2)S(=O)(=O)c2ccc(-n3cnnn3)cc2)cc1 was read as GAA850 FXN act 0.2 and DAX1 inh -1.7.
`Cc1nc2cc(-c3cccc(F)c3)nn2c(C)c1CCC(=O)NC(C)CCc1ccco1` (stereo not drawn) gave GAA850 FXN act -9.7 and DAX1 inh -2.6.
`O=c1[nH]c(CSc2nnc(COc3ccccc3)n2-c2ccccc2)nc2ccccc12` gave GAA850 FXN act 2.6 and DAX1 inh -0.6.
Screening CCS(=O)(=O)N1CCN(C2CCC(c3ccccc3)CC2)CC1 (stereo not drawn) returned GAA850 FXN act 0.5 and DAX1 inh -0.1.
For N#C/C(=C\c1ccc(-c2ccc(C(=O)O)cc2)o1)C(=O)NCC1CCCO1 (stereo not drawn) the results were GAA850 FXN act 2.9 and DAX1 inh 0.8.
Screening Cn1nccc1NC(=O)Nc1cccc(Br)c1 returned GAA850 FXN act -0.8 and DAX1 inh 1.4.
Screening CCCNC(=O)Cn1c(=O)/c(=C\c2ccc(-c3ccc([N+](=O)[O-])cc3)o2)s/c1=C\C(=O)C(C)(C)C returned GAA850 FXN act 0.5 and DAX1 inh 0.6.
O=C(O)c1ccc(-c2ccc(-c3ccccc3)cc2)s1 was read as GAA850 FXN act 1.6 and DAX1 inh -5.7.
For Cc1c(O)ccc(C(=O)CN2CCN(c3ccccc3F)CC2)c1O the results were GAA850 FXN act -0.1 and DAX1 inh 0.0.
O=C1CN(C(=O)COC(=O)c2ccc([N+](=O)[O-])s2)c2ccccc2N1 was read as GAA850 FXN act -1.7 and DAX1 inh 0.9.
Cc1ccc2c(c1)cc1c(=O)n(CC(=O)NCc3ccccn3)nc(C)n12 was read as GAA850 FXN act 0.9 and DAX1 inh -0.1.
For O=c1[nH]cnc2c1C(c1ccc(Cl)cc1)c1c(nc[nH]c1=O)O2 the results were GAA850 FXN act 2.0 and DAX1 inh 3.1.
For C/C(=N\N)c1c(-c2ccccc2)c2cc(Br)ccc2[nH]c1=O the results were GAA850 FXN act 3.6 and DAX1 inh -0.7.
Nc1cc(N)c(OCC(F)(F)F)cc1OCC(F)(F)F was read as GAA850 FXN act 1.4 and DAX1 inh -0.7.
For C=CCn1nc([N+](=O)[O-])nc1Sc1cccc2cccnc12 the results were GAA850 FXN act 1.5 and DAX1 inh -2.5.
For CC(C)(C)C(=O)NC(=S)NNC(=O)c1sc2ccccc2c1Cl the results were GAA850 FXN act -14 and DAX1 inh -3.1.
For CCCCCCCCCC[N+](C)(C)CC/C=C1/c2ccccc2Sc2ccc(Cl)cc21 the results were GAA850 FXN act 0.2 and DAX1 inh 0.3.
CC(C)C[C@@H]1NC(=O)[C@H](Cc2ccc(O)cc2)NC(=O)c2cc([N+](=O)[O-])cc(I)c2NCCC[C@@H](C(N)=O)NC1=O was read as GAA850 FXN act 2.5 and DAX1 inh -0.3.
Screening C[C@@H]1Cc2c(O)c(O)cc(O)c2C(=O)O1 returned GAA850 FXN act 1.1 and DAX1 inh 0.8.
CCn1c(=O)c(CCC(=O)N2CCOCC2)c(C)c2c(C)nn(-c3ccccc3)c21 was read as GAA850 FXN act 0.2 and DAX1 inh 0.3.
C/C(=N\NC(=O)Cc1ccc(F)cc1)c1ccc(F)cc1 was read as GAA850 FXN act -0.9 and DAX1 inh 1.5.
Screening O=C(C1CCCN(Cc2ccncc2)C1)N1CCc2ccccc2C1 (stereo not drawn) returned GAA850 FXN act -0.1 and DAX1 inh -0.7.

Already shown: 2 of the compounds above.
C/C(=N\NC(=O)Cc1ccc(F)cc1)c1ccc(F)cc1 was read as GAA850 FXN act -0.9 and DAX1 inh 1.5.
Screening O=C(C1CCCN(Cc2ccncc2)C1)N1CCc2ccccc2C1 (stereo not drawn) returned GAA850 FXN act -0.1 and DAX1 inh -0.7.

Next part:
N/C(=N\OC(=O)C1CCCCC1)c1cccc([N+](=O)[O-])c1 was read as GAA850 FXN act 2.8 and DAX1 inh 0.9.
CC(=O)N(Cc1ccc(F)cc1)C1=C(NCc2ccccc2)C(=O)c2ccccc2C1=O was read as GAA850 FXN act -8.1 and DAX1 inh -3.6.
CC1CCN(c2ccc(-c3ccc(NC(=O)C(F)(F)F)cc3)nn2)CC1 was read as GAA850 FXN act -2.1 and DAX1 inh -0.3.
`COC(C/C=C/C(=O)[C@H](C)OCc1ccccc1)OC` gave GAA850 FXN act -6.2 and DAX1 inh -1.6.
`COc1cccc(CNC(=O)CCC2CCCN(C3CCOCC3)C2)c1` (stereo not drawn) gave GAA850 FXN act 1.8 and DAX1 inh 0.1.
`Cc1ccc(C(C2C(=O)CC(C)(C)CC2=O)C2C(=O)CC(C)(C)CC2=O)s1` gave GAA850 FXN act 0.1 and DAX1 inh 0.2.

Six compounds from above, ordered by formula weight, falling.
CC(=O)N(Cc1ccc(F)cc1)C1=C(NCc2ccccc2)C(=O)c2ccccc2C1=O was read as GAA850 FXN act -8.1 and DAX1 inh -3.6.
`Cc1ccc(C(C2C(=O)CC(C)(C)CC2=O)C2C(=O)CC(C)(C)CC2=O)s1` gave GAA850 FXN act 0.1 and DAX1 inh 0.2.
CC1CCN(c2ccc(-c3ccc(NC(=O)C(F)(F)F)cc3)nn2)CC1 was read as GAA850 FXN act -2.1 and DAX1 inh -0.3.
N/C(=N\OC(=O)C1CCCCC1)c1cccc([N+](=O)[O-])c1 was read as GAA850 FXN act 2.8 and DAX1 inh 0.9.
C/C(=N\NC(=O)Cc1ccc(F)cc1)c1ccc(F)cc1 was read as GAA850 FXN act -0.9 and DAX1 inh 1.5.
`COC(C/C=C/C(=O)[C@H](C)OCc1ccccc1)OC` gave GAA850 FXN act -6.2 and DAX1 inh -1.6.

An excerpt; count on the stated rates, not on these rows.
